Bioassay records (PubChem)
K1F lysis inhibition = protection from phage-mediated lysis, alamar blue read-out – E. coli UTI89, K1F phage, bacterial capsule biogenesis inhibitors (AID 488966); 340,000 tested, 0.02% active; inhibition, % at 100 µM; hits with a dose series show IC50 in µM; E. coli UTI89 K1F phage lysis, alamar blue, 2 h; higher % means a stronger effect;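 active means phage lysis inhibition, versus mean bacterial control, above a set limit; inconclusive means no clear call, values can overlap the other calls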;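 further: capsule biogenesis inhibitors block K1F phage lysis so surviving cells raise fluorescence; higher fluorescence means more inhibition of phage lysis; actives were called in the ten point dose series up to 300 µM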
SV40 large T antigen = SV40 large T antigen inhibitors, biochemical (AID 1903); SV40 large T antigen ATPase/helicase inhibition assay; higher % means a stronger effect; inhibition, % at 20 µM, or IC50 in µM where a hit was titrated; 310,000 tested, 0.39% active; in the data active means a potency from the dose series; inconclusive means inhibition mostly from about 32% at the one dose, without a potency; inactive means the rest, 99 in 100 with inhibition below about 32%; further: strong numbers were not always called active
PhoP inhibition = inhibitors of PhoP regulon expression, primary screen, Salmonella Typhimurium, GFP reporter (AID 1863); S. Typhimurium PhoP-regulated promoter GFP reporter, 4 h; higher % means a stronger effect; inhibition, % at 50 µM; hits with a dose series show IC50 in µM; 300,000 tested, 0.16% active;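 active means inhibition over 29.93%, a cutoff 3 SD above the screen mean, later confirmed by dose response; inconclusive means inhibition over 29.93% but no dose response follow-up; inactive means inhibition at most 29.93% or unconfirmed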;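 further: 0% = low Mg2+ inducing control and 100% = high Mg2+ repressing control; strong numbers were not always called active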
RSV CPE inhibition = RSV antiviral activity via CPE protection, HEp-2 cells, primary 10 µM value included (AID 2391); HEp-2 cells, RSV-induced CPE inhibition; higher % means a stronger effect; CPE inhibition, % at 10 µM, or IC50 in µM where a hit was titrated; 310,000 tested, 0.13% active; in the data active means a potency from the dose series; inconclusive means CPE inhibition mostly from about 23% at the one dose, without a potency; inactive means the rest, 99 in 100 with CPE inhibition below about 21%; further: strong numbers were not always called active
MgcRacGAP inhibition = MgcRacGAP GTPase-activating activity inhibitors, confirmation, biochemical, ADP Hunter fluorescence; MgcRacGAP-stimulated Rac1 GTP hydrolysis, ADP Hunter fluorescence; higher % means a stronger effect; GST-tagged Rac1 F28L mutant substrate; inhibition, % at 30 µM; hits with a dose series show IC50 in µM; 340,000 tested, 0.6% active;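 active means first-screen hits whose inhibition reached a set limit at any dose in the follow-up dose series; inconclusive means inhibition above the set first-screen limit but never retested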;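 further: fluorescence reports GDP produced by GAP-driven GTP hydrolysis; strong numbers were not always called active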
NTR1 agonist = NTR1-driven beta-arrestin-GFP spot formation – imaging, U2OS cells, high content, primary screen (AID 493036); P30989; activation, % at 20 µM; 330,000 tested, 0.17% active; agonist mode;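 active means activation at or above 40% of the spot to cytoplasm intensity ratio, with at least 20 cells analyzed; inconclusive means wells under 20 cells, flagged as cytotoxic or low count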;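 further: 0% = DMSO without peptide and 100% = 100 nM NTR1 peptide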
Target sequence (P30989 whole entry, looked up): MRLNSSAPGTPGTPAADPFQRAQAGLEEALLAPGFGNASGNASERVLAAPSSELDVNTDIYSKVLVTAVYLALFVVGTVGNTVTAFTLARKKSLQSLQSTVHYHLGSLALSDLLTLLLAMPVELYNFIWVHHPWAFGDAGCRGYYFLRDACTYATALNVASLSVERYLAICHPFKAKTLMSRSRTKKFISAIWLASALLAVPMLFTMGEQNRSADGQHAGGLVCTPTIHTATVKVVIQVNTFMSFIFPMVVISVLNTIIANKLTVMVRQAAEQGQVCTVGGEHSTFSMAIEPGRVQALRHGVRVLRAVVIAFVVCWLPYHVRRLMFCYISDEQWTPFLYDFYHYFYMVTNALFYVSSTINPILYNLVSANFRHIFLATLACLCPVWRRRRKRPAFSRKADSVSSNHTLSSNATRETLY
TNAP activation fold = human TNAP enzyme activators, primary screen, biochemical, luminescent, no phosphate acceptor, uHTS (AID 1001); purified TNAP, luminescent activation assay, no phosphate acceptor; higher activation fold means a stronger effect; activation fold at 20 µM, or EC50 in µM where a hit was titrated; 200,000 tested, 0.03% active; in the data active means activation fold from about 3, or a potency from the dose series; inactive means the rest, 99 in 100 with activation fold below about 1.6; further: many of its hits are not listed in these tables
Myeloid diff MLP = promotes myeloid progenitor differentiation. ER-HoxA9 myeloid progenitors, lysozyme-GFP differentiation, flow cytometry. calls only at 10 µM. 360,000 tested, 1% active;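 active means normalized GFP-positive differentiation at or above the plate's own cutoff, the solvent-only control mean plus 3 SD; inconclusive means no clear call, values can overlap the other calls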;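 further: cells exposed to compound for four days before flow analysis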
T cell modulator = T cell immune modulation candidate | 2C CD8+ T cell-vesicle binding, flow cytometry; stronger effect = lower value | calls only at 7 µM | 330,000 tested, 0.068% active | AID 2052;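 active means response, share of CD8 T cells binding vesicles, and their 90th percentile fluorescence all below set limits, cut at about 80% in these data, passing the limit was not always enough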
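incubation = binding step 1.5 h, 37 °C, antibody labelling 20 min, ice | test system = 2C mouse CD8+ T cells | read-out basis = percent CD8+ FL2 mean versus row control | controls = Peptide-free naked vesicles (low) and QL9 vesicles with 0.7% DMSO vehicle (high) | detection = flow cytometry of vesicle-bound cells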
T cell modulator vesicle-bound % = second read-out of T cell modulator, no call of its own (marks repeat the call); double positive events, %; measured here: CD8+ vesicle-bound cell fraction;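 binding gate set so that unloaded-vesicle control wells show 10% double positive cells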
NTR1 agonist cell count 20 µM = also measured in NTR1 agonist; calls as there; cell count; measured here: cell count, cytotoxicity flag
Myeloid diff MLP GFP+ MAC1+ % = second read-out of Myeloid diff MLP, no call of its own (marks repeat the call); GFP+ MAC1+ double positive, %; measured here: differentiation confirmed by MAC1 staining
Active calls of the source: *; i = inactive; ? = inconclusive; . = no result given; + = active, no number; [ ] = another dose, or the depositor's remark.

SMILES	K1F lysis inhibition	SV40 large T antigen	PhoP inhibition	RSV CPE inhibition	MgcRacGAP inhibition	NTR1 agonist	NTR1 agonist cell count 20 µM	TNAP activation fold	Myeloid diff MLP	Myeloid diff MLP GFP+ MAC1+ %	T cell modulator	T cell modulator vesicle-bound %
CCNC(=O)C(=O)NCC1CCCN1S(=O)(=O)c1cccs1 (stereo not given)	1.3%[50 µM]	6%	-6%	1.3%	0%	0.6	57	.	i	0.8	i	50
CC(=O)Nc1ccc2c(COC(=O)CC3Sc4ccccc4NC3=O)cc(=O)oc2c1 (stereo not given)	0.2%	13%	-3%	2.5%	4%	1.9	33	1.1	i	0.5	i	54
CC(=O)c1cc2c(cc1NC(=O)Nc1cccc(Cl)c1)OCCO2	0.3%[50 µM]	0%	6%	3.5%	-2%	2.8	52	1.1	i	1.3	i	24
c1ccc2sc(N3CCN(Cc4nnnn4CC4CCCO4)CC3)nc2c1 (stereo not given)	8.6%	-1%	12%	-1.0%	-4%	0.6	88	1.1	i	7.0	i	12
Cc1ccc(C(=O)O/N=C(\N)Cc2ccc([N+](=O)[O-])cc2)c(Cl)c1	-0.1%	12%	-13%	12%	5%	2.8	63	.	i	0.2	i	9
O=[N+]([O-])c1ccc(CSc2nc3ccccc3o2)cc1	0.3%	1%	9%	1.8%	3%	-1.8	78	1.1	i	1.3	i	12
CC(C)COC(=O)N(C)c1ccc(C(O)(C(F)(F)F)C(F)(F)F)cc1	0.1%	19%	1%	13%	10%	5.4	47	1.1	i	0.7	i	50
CC1CN(C(=O)C2CC2)C(C)CN1C(=O)C1CC1 (stereo not given)	0.1%	3%	-1%	1.6%	5%	0.2	43	1.1	i	0.8	i	39
O=C(c1ccc(S(=O)(=O)Cc2ccccc2F)c([N+](=O)[O-])c1)N1CCCCCC1	0.1%	28%	5%	4.9%	0%	4.4	68	1.1	i	2.4	i	19
COc1ccc(C)cc1NC(=O)c1ccccc1NS(=O)(=O)c1cccc2cccnc12	0.8%[50 µM]	6%	-12%	12%	7%	-0.7	36	1.1	i	0.2	i	39
Cc1ccc(N(CC(=O)NCC2CCCO2)C(=O)CCC(=O)Nc2cc(C)on2)cc1 (stereo not given)	0.4%	7%	-10%	0.7%	2%	0.5	38	.	i	6.2	i	40
C/C(=N\NC(=S)NC(C)C)c1ccc(-n2ccnc2)cc1	-0.2%	3%	6%	1.5%	5%	1.0	55	1	i	0.2	i	40
Cc1ccccc1CNC(=O)C1CCN(c2nnc(N3CCCC3=O)s2)CC1	0.9%	4%	.	2.1%	5%	-2.0	63	.	i	2.1	i	26
COc1ccccc1/C=N/N1C(=O)c2cccc3cccc(c23)C1=O	0.0%	4%	0%	4.3%	6%	-1.4	59	1	i	0.4	i	41
CC(C)(C)CC(=O)Nc1ccc(C(N)=O)cc1	-0.1%	10%	-1%	1.3%	6%	0.5	85	1.1	i	0.8	i	15

4 compounds already listed, sorted by the number in MgcRacGAP inhibition, ascending.
Structure	SV40 large T antigen	PhoP inhibition	RSV CPE inhibition	MgcRacGAP inhibition	TNAP activation fold	Myeloid diff MLP GFP+ MAC1+ %	T cell modulator	T cell modulator vesicle-bound %
CCNC(=O)C(=O)NCC1CCCN1S(=O)(=O)c1cccs1 (stereo not given)	6%	-6%	1.3%	0%	.	0.8	i	50
C/C(=N\NC(=S)NC(C)C)c1ccc(-n2ccnc2)cc1	3%	6%	1.5%	5%	1	0.2	i	40
CC(C)(C)CC(=O)Nc1ccc(C(N)=O)cc1	10%	-1%	1.3%	6%	1.1	0.8	i	15
COc1ccc(C)cc1NC(=O)c1ccccc1NS(=O)(=O)c1cccc2cccnc12	6%	-12%	12%	7%	1.1	0.2	i	39

Remaining list, next part.
SMILES	K1F lysis inhibition	SV40 large T antigen	PhoP inhibition	RSV CPE inhibition	MgcRacGAP inhibition	NTR1 agonist	NTR1 agonist cell count 20 µM	TNAP activation fold	Myeloid diff MLP	Myeloid diff MLP GFP+ MAC1+ %	T cell modulator	T cell modulator vesicle-bound %
CCOC(=O)c1c(NC(=O)COc2cccc3c2CCN(C)C3=O)sc2c1CCC2	6.2%	7%	1%	?	4%	11	55	1.1	+	8.6*	i	32
C=CCN(C(=O)CNC(=O)c1ccco1)C(C(=O)NC1CCCCC1)c1ccc(OC)cc1 (stereo not given)	-1.6%	5%	7%	0.2%	6%	1.0	67	1.1	i	0.8	i	41
CCOC(=O)CNC(=O)CN1C(=O)CC(c2ccccc2)S(=O)(=O)c2ccccc21 (stereo not given)	-0.2%	9%	7%	0.5%	0%	1.9	44	1.1	i	0.3	i	6
CC(C(=O)Nc1ccc(Cl)cc1Cl)N1C(=O)NC2(CCCC2)C1=O (stereo not given)	0.2%	-2%	3%	2.5%	5%	-1.7	57	.	i	0.3	i	29
CCOC(=O)C1(Cc2ccccc2)CCN(Cc2cnn(CC)c2)CC1	0.2%	62%	-5%	0.5%	3%	-2.7	80	1.1	i	0.1	i	45
CCNc1nc(Oc2ccc(=O)[nH]n2)nc(SC)n1	1.0%	-5%	1%	2.3%	7%	15	95	1.1	i	2.6	i	47
O=C(CSc1nnc(CNC(=O)c2ccco2)o1)Nc1ccc(Br)cc1	0.2%	-2%	-4%	1.1%	-4%	0.0	41	.	i	2.6	i	20
Cc1onc(-c2ccccc2)c1C(=O)N1CCN(S(=O)(=O)c2ccc3c(c2)OCCO3)CC1	0.1%	2%	0%	5.0%	0%	-1.1	82	1	i	1.6	i	36
CCCSc1nc(C)c(CC(=O)O)c(=O)[nH]1	0.5%	1%	9%	2.1%	8%	-0.8	40	1.1	.	.	i	39
COc1ccc(OC)c(NC(=O)Cc2csc(NC(=O)Nc3ccccc3OC)n2)c1	-1.0%[50 µM]	6%	2%	1.8%	2%	9.2	62	.	i	1.0	i	34
Nc1ccc(N2CCOCC2)c(S(=O)(=O)Nc2cc(Cl)ccc2Cl)c1	0.2%	7%	-1%	9.6%	5%	2.9	45	1	i	0.5	i	42
Cc1ccc2nc3c(cc(C(=O)NC4CCCC4)c(=N)n3C3CCCCC3)c(=O)n2c1	0.2%	9%	0%	1.1%	-1%	16	39	.	i	2.0	i	14
COc1ccc(OC)c(NC(=O)Cn2cc(C(=O)c3ccco3)c3ccccc32)c1	0.3%	3%	-19%	19%	7%	0.0	59	1.1	i	5.5	i	38
O=C(CNC(=O)c1ccccc1)OCC(=O)c1c[nH]c2ccccc12	-1.6%	.	.	.	2%	-0.2	63	.	i	0.7	i	45
COc1ccc(CCC(=O)Nc2ccc(Cn3ccnc3)cc2)cc1	5.7%	4%	-5%	0.9%	6%	0.3	67	.	i	0.6	i	25
C/C(=N\NC(=O)c1ccncc1)c1cccs1	0.1%	21%	-4%	-0.5%	5%	0.0	50	1	i	0.8	i	39
O=C(CNC(=O)c1ccc(S(=O)(=O)N2CCCC2)cc1)N/N=C/c1c(Cl)cccc1Cl	-0.5%	9%	7%	?	6%	0.6	64	1	i	0.2	i	5
CCOC(=O)CCC(=O)NNC(=O)c1ccc(NC(=O)c2ccccc2)cc1	0.4%	8%	2%	2.1%	10%	-0.7	38	1	i	0.2	i	28
COc1ccc(NC(=O)C2CCCC2)cn1	-0.6%	7%	-4%	1.4%	-4%	0.3	43	1.1	i	1.0	i	24
COc1cccc(/C=C/C(=O)NCc2ccc3c(c2)OCO3)c1	-0.1%	7%	2%	1.7%	8%	2.7	49	.	i	0.8	i	47
Cn1c(=O)c2c(nc(CN3CCOCC3)n2CC(=O)c2ccccc2)n(C)c1=O	0.1%	.	.	-0.3%	2%	0.0	71	.	i	1.0	i	32
Cc1c(NC(=O)COc2ncnc3ccccc23)c(=O)n(-c2ccccc2)n1C	0.2%	-2%	9%	1.0%	13%	3.1	47	1	i	0.7	i	44
O=C(COc1ccccc1)NC1CCCCC1	7.0%	11%	-2%	0.5%	5%	2.4	71	1	i	0.3	i	26
Cc1ccc(NS(=O)(=O)c2c(C)[nH]c(=O)[nH]c2=O)c(Br)c1	0.1%	5%	-4%	1.4%	11%	0.7	77	.	i	0.5	i	20
C[C@@H]1CN([C@H](C)CO)C(=O)c2cc(NS(=O)(=O)c3cccs3)ccc2O[C@H]1CN(C)Cc1ccccc1	0.3%	.	.	.	3%	-1.4	52	.	i	1.6	i	24
Cc1cc(C(=O)O)cc(Br)c1N	-1.3%	10%	-8%	1.2%	2%	0.3	55	1.1	i	0.2	i	68
NC(=O)C1CCCN(C(=S)NCc2ccc3c(c2)OCO3)C1 (stereo not given)	-0.2%	11%	11%	1.5%	6%	0.7	30	1.1	i	0.5	i	49
CCCNC(=O)c1cc(OC)c(OC)cc1[N+](=O)[O-]	-1.8%	6%	-6%	-0.3%	-4%	-0.2	73	1.2	i	5.6	i	46
c1ccc(CSc2nnc(SCc3ccccn3)s2)nc1	-2.9%	-2%	7%	0.9%	-1%	3.4	60	1.1	i	11	i	23
CCOC(=O)c1ccc(-n2c(C)nc3c(cnn3-c3ccc(Cl)cc3)c2=O)cc1	0.1%	2%	5%	1.4%	1%	3.1	105	1.1	i	1.0	i	27
O=C(COC(=O)CCc1ccc(S(=O)(=O)N2CCCCC2)cc1)Nc1ccc2c(c1)OCO2	3.2%	8%	10%	0.7%	12%	2.5	44	1.1	i	0.7	i	22
CCC1(C)Cc2ccccc2-c2nc[nH]c(=O)c21 (stereo not given)	0.1%	7%	3%	1.5%	8%	0.9	65	.	i	0.7	i	63
COc1cc(/C=N/NC(=O)[C@H](Cc2c[nH]c3ccccc23)NC(=O)OCC(C)C)cc([N+](=O)[O-])c1O	-0.2%[50 µM]	12%	1%	14%	18%	0.8	74	0.8	i	0.6	i	19
CCCCCCn1c(N2CCC(C(N)=O)CC2)nc2c1c(=O)[nH]c(=O)n2C	-0.8%	13%	4%	2.1%	6%	-1.4	89	0.9	i	1.1	i	29
Cn1c(=O)c2sccc2n(CC(=O)NCCC2=CCCCC2)c1=O	0.1%	4%	-3%	5.2%	3%	-3.0	56	.	i	0.6	i	11
Cn1c(C(=O)N2CCC(C(N)=O)CC2)cc2cc(Cl)ccc21	-0.1%	6%	-3%	1.0%	-9%	2.4	62	.	i	1.8	i	67
CN(Cc1ccccc1)C(=O)c1oc(=O)c2ccccc2c1-c1ccccc1	-0.5%	9%	-8%	12%	3%	0.3	74	1	i	0.2	i	40
